Screening results from PubChem.
12-LOX inh = ALOX12 (human) lipoxygenase inhibition; purified 12hLO, xylenol orange hydroperoxide absorbance; 580,000 compounds, 1.1% hits; Potency, µM (top dose mostly 108 µM), for inactives: top-dose activity change, negative = inhibition, most hits filed as inhibitors; AID 1671190; P18054; further: on the % scale 0 is the no-effect control and ±100 the full control effect
Target sequence (P18054 whole entry, looked up): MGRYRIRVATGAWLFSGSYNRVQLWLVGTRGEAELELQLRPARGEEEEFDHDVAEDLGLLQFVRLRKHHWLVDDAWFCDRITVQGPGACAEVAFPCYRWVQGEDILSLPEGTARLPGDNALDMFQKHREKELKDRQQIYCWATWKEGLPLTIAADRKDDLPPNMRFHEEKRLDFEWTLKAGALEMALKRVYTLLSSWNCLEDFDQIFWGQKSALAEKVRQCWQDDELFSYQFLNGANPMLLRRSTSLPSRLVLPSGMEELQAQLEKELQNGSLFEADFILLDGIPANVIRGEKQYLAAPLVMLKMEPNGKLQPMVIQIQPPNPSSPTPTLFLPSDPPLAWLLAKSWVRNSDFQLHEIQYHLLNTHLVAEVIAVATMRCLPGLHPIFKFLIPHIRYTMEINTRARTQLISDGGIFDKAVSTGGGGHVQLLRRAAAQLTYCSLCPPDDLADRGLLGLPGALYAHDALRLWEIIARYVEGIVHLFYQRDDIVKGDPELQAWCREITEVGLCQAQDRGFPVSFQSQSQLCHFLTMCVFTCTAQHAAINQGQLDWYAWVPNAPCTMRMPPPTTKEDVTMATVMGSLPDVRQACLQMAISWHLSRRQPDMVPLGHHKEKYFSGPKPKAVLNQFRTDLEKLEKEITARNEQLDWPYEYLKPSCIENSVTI
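Purified human 12hLO at 150 nM in 25 mM Hepes, 0.01% Triton X-100, pH 7.0, preincubated 15 min at room temperature with compound. Reaction started with 40 uM arachidonic acid, 30 min at room temperature. Hydroperoxide measured by Fe-xylenol orange, 573/405 nm absorbance ratio.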
Glioma ERSR ind = induces the endoplasmic reticulum stress response in human glioma cells | U87-MG GRP78 promoter luciferase reporter, 16 h | Potency, µM, inactives show at the top dose activation, hits mostly activators | 420,000 compounds, 0.02% hits; further: series mostly up to about 76 µM; % of control where 0% means no effect; nearly all actives have a fitted effect of over 35% in size
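ERSR induction read as luciferase luminescence (Bright-Glo, 10 min at room temperature) in stably transfected human U87-MG glioma cells exposed to compounds for 16 h, using GRP78 as sensor.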
Active calls of the source: *; ? = inconclusive; & = joins results of further samples; [ ] = dose if it differs, or a comment. The call rests on the fitted dose curve; in most records, active means well fitted curve in the direction sought with a large enough effect; inconclusive means small, poorly fitted or top-dose-only effect, or another doubt; inactive means no such curve, though single readings can be large; an effect the other way counts as inactive or inconclusive. Potency means the concentration at half of the fitted maximal effect.

Value order – 12-LOX inh, Glioma ERSR ind
Cc1noc(C)c1-c1cc(NC2CCNCC2)ncn1
 : 22µM*, -3%
COc1ccc(Oc2ncc3nc(CCc4ccccc4)c(=O)n(C)c3n2)cc1
 : 173%[activator], 2%
CC(C)NC(=O)[C@@H]1C[C@@H](Sc2nc3ccccc3[nH]2)CN1C1Cc2ccccc2C1
 : 16%, 1%
O=c1cnc2cnc(N3CCNCC3)nc2n1Cc1ccc(F)cc1
 : ?, -2%
Nc1cccc2c1CN(C1CCC(=O)NC1=O)C2=O (stereo unspecified)
 : -11%[22.9 µM], -4%
COc1ccc(-n2c(CCNC(=O)c3ccccc3C(F)(F)F)nnc2SC)cc1
 : -1%, -4%
COCCn1c(=O)cnc2cnc(Oc3ccccc3)nc21
 : 0%, -3%
COc1cccc(CCNc2ncnc3sc(C(=O)N4CCN(C)CC4)c(C)c23)c1
 : -6%, -6%
Cc1noc(C)c1-c1ccc2ncnc(NC3CC3)c2c1
 : ?, -2%
CNc1nc(-c2ccccc2Cl)nc2ccccc12
 : -27%, -4%
O=c1c(-c2ccc(Cl)cc2)nc2cnc(N3CCNCC3)nc2n1CCc1ccccc1
 : ?, -2%
O=C1C(CCC(O)c2ccc(F)cc2)C(c2ccc(O)cc2)N1c1ccc(F)cc1 (stereo unspecified)
 : ?, -3%
COC(=O)[C@@H]1CCCN1C(=O)c1cc(NC(=O)C2CCC2)c2c(c1)nc(-c1ccncc1)n2C
 : 6%, -2%
Cc1c(C(=O)NCC(C)(C)N2CCOCC2)cnn1-c1nccc(-c2cccs2)n1
 : 5%, -1%
Cn1cccc1C(=O)N1CCC[C@@]2(CCN(c3cccc(-c4ccccc4)c3)C2)C1
 : ?, 0%
CC(C)NC(=O)N1CCC2(CC1)CCN(C(=O)c1ccco1)CC2
 : 2%[57.4 µM], -2%
CN(Cc1ccco1)c1cc(-c2ccc3c(c2)OCO3)ncn1
 : ?, -6%
Cc1ccccc1-c1cncnc1N1CCN(C)CC1
 : ?, 2%
Cc1noc(C)c1-c1cncnc1NCc1ccccc1
 : ?, 0%
Oc1ccccc1C=NCc1ccccc1
 : -14%[22.9 µM], -5%
COCCN1CCN(C(=O)c2cnn(-c3nccc(-c4ccco4)n3)c2C(C)C)CC1
 : -2%, -3%
COc1cc2c(c(OC)c1OC)-c1c(cc3c(c1OC)OCO3)CC(C)C(C)C2 (stereo unspecified)
 : 13%, -6%
CO[C@@]1(NC(=O)CSC[C@@H](N)C(=O)O)C(=O)N2C(C(=O)O)=C(CSc3nnnn3C)CS[C@@H]21
 : -9%[22.9 µM], -3%
c1ccc2c(NCCN3CCOCC3)nc(-c3ccoc3)nc2c1
 : ?, -3%
Cc1ncc2c(c1CNC(=O)c1ccccc1F)CCN(C(=O)c1ccc3c(c1)OCCO3)C2
 : 0%, -3%
CC(C)C(=O)NCC1CCC2(CCN(Cc3ccc(-c4ccccc4Cl)o3)CC2)O1 (stereo unspecified)
 : ?, 2%
CCCCc1nc2ccn(CC(=O)N(C)C)c(=O)c2n1Cc1ccc(-c2ccccc2-c2nn[nH]n2)cc1
 : ?, -6%
COc1ccc(-c2nc3cnc(Nc4cccc(OC)c4)nc3n(Cc3cccs3)c2=O)cc1
 : -16%, -3%
CCCCCCCCCCCCCCCC(=O)O[C@H]1[C@@H](O)[C@@H](O)[C@@H]([C@H](NC(=O)[C@@H]2C[C@@H](CCC)CN2C)[C@H](C)Cl)O[C@@H]1SC
 : -14%[57.4 µM], -2%
CC(CSC(=O)c1ccccc1)C(=O)N1C[C@@H](Sc2ccccc2)C[C@H]1C(=O)O (stereo partly specified)
 : -7%[12.5 µM], 2%
COCCn1c(=O)c(-c2ccc(F)cc2)nc2cnc(Oc3cccc(Cl)c3)nc21
 : 46%[activator], -3%
COc1cccc(-c2cc(NCc3cccc(C)c3)ncn2)c1
 : -25%, 0%
CCNc1ncc2nc(-c3cccs3)c(=O)n(Cc3cccs3)c2n1
 : ?, 1%
O=c1c(-c2cccs2)nc2cnc(N3CCNCC3)nc2n1-c1ccccc1
 : ?, -4%
CCn1c(-c2ccccc2F)nc2cc(NC(C)=O)cc(C(=O)N(C)Cc3ccc4nccnc4c3)c21
 : 1%, -1%
Cc1nc2cnc(N3CCN(C)CC3)nc2n(CCC#N)c1=O
 : ?, -4%
COc1cccc(Nc2ncc3nc(CCc4ccccc4)c(=O)n(C[C@H]4CCCO4)c3n2)c1
 : 46%[activator], -4%
Cc1cc2c(c(-c3cnccn3)c1)OC(CNC(=O)c1ccc(-n3nc(C)cc3C)cc1)C2 (stereo unspecified)
 : 11%, -3%
O=C(NCCCCN1CCOCC1)c1cc2ccccc2o1
 : 4%[57.4 µM], -2%
CCN1CCCC1=O
 : ?, 4%&-5%

Single records, from the list above. Screens in order: 12-LOX inh | Glioma ERSR ind
Results for `Cc1nc2cnc(N3CCN(C)CC3)nc2n(CCC#N)c1=O` : ? | -4%
Results for `COc1cccc(-c2cc(NCc3cccc(C)c3)ncn2)c1` : -25% | 0%

The listing continues.
Value order – 12-LOX inh, Glioma ERSR ind
O=C(c1ccc(Nc2nccc(-c3cc4ccccc4s3)n2)cc1)N1CCC(N2CCCC2)CC1
 : ?, -12%
CS(=O)(=O)Nc1cccc(-c2ccc3ncnc(Nc4ccc(F)cc4)c3c2)c1
 : 18µM*, -1%
COCC(=O)Nc1cc(C(=O)NC2Cc3ccccc3C2)cc2nc(-c3cccnc3)n(C)c12
 : 11%, -2%
CCN(CC)c1ccc(/C=N/NC(=O)c2ccc(O)cc2)cc1
 : 0%, 8%
Cc1cccc(CNc2ncnc3ccc(-c4cccc(NS(C)(=O)=O)c4)cc23)c1
 : ?, -2%
O=C(/C=C/c1ccc(O)cc1)OC[C@H]1O[C@@H](Oc2c(-c3ccc(O)cc3)oc3cc(O)cc(O)c3c2=O)[C@H](O)[C@@H](O)[C@@H]1O
 : 5%[57.4 µM], 2%
COc1ccc(Oc2ncc3nc(C)c(=O)n(CCc4ccccc4)c3n2)cc1
 : 68%[activator], -3%
COC(=O)N1CCC2(CCCN(c3cccc(-c4ccccc4)c3)C2)CC1
 : ?, ?
COc1cc(O)cc(O)c1
 : -6%[22.9 µM], -2%
N#Cc1cccc(-c2nc(Nc3ccncc3)c3ccccc3n2)c1
 : ?, 4%

Continuation:
Structure	12-LOX inh	Glioma ERSR ind
COc1ncc2nc(-c3cn(C)c4ccccc34)c(=O)n(CCc3ccccc3)c2n1	0%	-3%
CCNc1ncc2nc(CCc3ccccc3)c(=O)n(CCC#N)c2n1	0%	2%
CN(C)Cc1ccccc1-c1cncnc1Nc1ccncc1	-13%	-3%
CC(=O)c1ccc(-c2cc(F)cc3c2OC(CNC(=O)Cc2cn4ccsc4n2)C3)s1 (stereo unspecified)	9%	-4%
Clc1ccccc1-c1nc(Nc2ccncc2)c2ccccc2n1	?	0%
COc1ccc(C(=O)N2CCC3(CCCN(CC(C)C)C3)CC2)cc1	12%[57.4 µM]	-3%
COCC(=O)N1CCC2(CCN(Cc3ccncc3)CC2)CC1	9%[57.4 µM]	4%
CC(C)NC(=O)N1CCC2(CC1)CCN(C(=O)c1cnccn1)CC2	8%[57.4 µM]	-4%
COc1ccccc1-c1cncnc1Nc1ccccc1	40µM*	-4%
COC(=O)[C@@H]1CCCN1C(=O)c1cc(NC(=O)c2ccccc2)cc2ncn(C3CCCC3)c12	14%	-3%
COCCn1c(=O)c(-c2ccc(OC)cc2)nc2cnc(Oc3cccc(Cl)c3)nc21	-2%	-3%
Cc1nc2cnc(Oc3cccc(Cl)c3)nc2n(C[C@H]2CCCO2)c1=O	19%	-1%
COc1ccc(CCN(C)Cc2cc(-c3cncnc3)ccc2O)cc1OC	5%	-3%
COCCn1c(=O)c(-c2ccccc2)nc2cnc(OCc3ccccc3)nc21	0%	-4%
COc1ccccc1CN1CC2(CCN(S(=O)(=O)c3ccccc3)CC2)C1	0%[57.4 µM]	-5%
O=c1c(-c2cc(F)cc(F)c2)nc2cnc(Oc3ccccc3)nc2n1C1CC1	0%	-4%
COCC(=O)N1CCC2(CC1)CCN(c1ccccc1)CC2	-20%[57.4 µM]	1%
Cc1ccc(C)c(C(=O)N2CCC(C3(c4ccccn4)NC(=O)N(CC4CCCO4)C3=O)CC2)c1 (stereo unspecified)	17%	-3%
COCc1ccc(CN2CCOc3c(cc(-c4cc(C)c5cccc(OC)c5n4)cc3OC)C2)o1	12%	-5%
COc1ccc(-c2cccc3c2OC(CNC(=O)c2ccccc2-n2cccn2)C3)nn1 (stereo unspecified)	2%	-2%
COC(=O)c1cn([C@H]2C[C@@H](C(=O)N3CCCCCC3)N(Cc3ccsc3)C2)nn1	?	6%
C[C@]12CCC(=O)C=C1CC[C@@H]1[C@H]2[C@@H](O)C[C@@]2(C)[C@H]1CC[C@]2(O)C(=O)CO	?	-5%
OC(c1ccc2c(c1)CN(Cc1c[nH]c3ccccc13)CCO2)c1ccccn1 (stereo unspecified)	4%	-3%
COc1ccc(C(=O)N2CCC3(CCN(C(=O)Nc4cccc(C#N)c4)CC3)CC2)cc1	6%[57.4 µM]	-3%
C#C[C@]1(OC(C)=O)CC[C@H]2[C@@H]3CCC4=C[C@@H](OC(C)=O)CC[C@@H]4[C@H]3CC[C@@]21C	-1%[57.4 µM]	-2%
CC(C)=CCN1CCC2(CCc3ccccc32)CC1	3%	-4%
COc1cccc(-c2cc3c(c(OC)c2)OCCN(Cc2ccccc2O)C3)n1	11%	0%
COc1ccc(CCNC(=O)c2cnn(-c3nccc(-c4ccco4)n3)c2C)cc1	4%	4%
Cc1cnc(-n2ncc(C(=O)NCc3ccncc3)c2C2CC2)nc1-c1cccs1	5%	-2%
COc1ccc(-n2c(=O)c(CCc3ccccc3)nc3cnc(N4CCN(C)CC4)nc32)cc1	13µM*	-6%
CNc1ncnc2ccc(-c3cccc(NS(C)(=O)=O)c3)cc12	?	-2%
CCCCNC(=O)NS(=O)(=O)c1ccc(N)cc1	-3%[22.9 µM]	-4%
N#Cc1cccc(-c2cncnc2NCc2cccnc2)c1	?	-2%
Cc1ncc2c(c1CNS(=O)(=O)N(C)C)CCN(C(=O)c1ccccc1F)C2	-11%	-4%
COC(=O)C1CCN(Cc2ccc3c(c2)CN(C(=O)c2ccc4nc(C)c(C)nc4c2)CCO3)CC1	?	4%
CN(C)c1ccc(-c2nc(NCc3cccnc3)c3ccccc3n2)cc1	?	-3%
O=c1cnc2cnc(N3CCNCC3)nc2n1C1CC1	0%	-3%
Cc1nc2cncnc2n(Cc2ccccc2Cl)c1=O	22%	-2%
Cc1csc(C(C)N(C)C(=O)c2cnn(-c3nccc(-c4cc(C)sc4C)n3)c2C)n1 (stereo unspecified)	3%	0%
CCCS(=O)(=O)NCc1c(C)ncc2c1CCN(C(=O)c1ccc(Cl)cc1)C2	4%	0%
CN(C)Cc1ccccc1-c1cncnc1Nc1ccccc1	?	1%
c1cn(-c2ncnc3ccc(-c4ccoc4)cc23)cn1	-30%	-7%
O=C(NCCc1ccccn1)C1CC12CCN(C(=O)c1ccccc1Cl)CC2 (stereo unspecified)	-2%	-5%
CC(C)C(C)(C)C(C)(C)C(C)(C)S	?	-2%
CC(O)(COc1ccccc1)c1ccc2c(c1)CN(Cc1cn[nH]c1-c1ccc(F)cc1)CCO2 (stereo unspecified)	13%	-3%
O=S(=O)(c1ccccc1)N1CCC2(CCCN(Cc3cc(C(F)(F)F)cc(C(F)(F)F)c3)C2)CC1	-19%[57.4 µM]	-5%
CCN(CC)C1CCN(C(=O)c2cnn(-c3nccc(-c4ccccc4OC)n3)c2-c2ccco2)C1 (stereo unspecified)	11%	-5%
O=C(c1ccncc1)N1CCC2(CCCN(c3ccncc3)C2)CC1	0%[57.4 µM]	-4%
Cc1cnc(C)c(-c2ccc(O)c(CN3CCN(C=O)CC3)c2)n1	0%	-4%
CCCS(=O)(=O)NCc1c(C)ncc2c1CCN(C(=O)c1ccc3[nH]c4c(c3c1)CCCC4)C2	3%	2%
O=C(O)[C@H]1CCCNC1	?	-4%
NCCCCCc1cnc[nH]1	?	-4%
COc1cc2c(N3CCN(C(=O)Nc4ccc(OC(C)C)cc4)CC3)ncnc2cc1OCCCN1CCCCC1	-19%[57.4 µM]	-2%
COc1ccc(CNc2ncnc3ccc(-c4ccc(C(=O)N(C)C)cc4)cc23)c(OC)c1	-19%	-4%

Sorted by heavy-atom count (highest first): some entries from above
Structure	12-LOX inh	Glioma ERSR ind
COc1cc2c(N3CCN(C(=O)Nc4ccc(OC(C)C)cc4)CC3)ncnc2cc1OCCCN1CCCCC1	-19%[57.4 µM]	-2%
CCCS(=O)(=O)NCc1c(C)ncc2c1CCN(C(=O)c1ccc3[nH]c4c(c3c1)CCCC4)C2	3%	2%
COc1ccc(CNc2ncnc3ccc(-c4ccc(C(=O)N(C)C)cc4)cc23)c(OC)c1	-19%	-4%
Cc1cnc(C)c(-c2ccc(O)c(CN3CCN(C=O)CC3)c2)n1	0%	-4%
NCCCCCc1cnc[nH]1	?	-4%

These rows are one share of the data; rates above refer to the full screens.
